# Assay outcomes (PubChem)
# Rad51 HR inh = human RAD51 strand exchange inhibitors, primary screen, biochemical, fluorescence. DNA repair protein RAD51 homolog 1 (Homo sapiens), Q06609. hRad51 DNA strand exchange, fluorescence dequenching. inhibition, % at 10 µM. 0.085% of 200,000 active. AID 1385, 2008;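 active = inhibition above 40% at the single screening dose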;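 also: 0% = DMSO control wells and 100% = blanks with heterologous ssDNA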
#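 Read-out basis: percent inhibition relative to plate controls and blanks / Assay system: human Rad51 nucleoprotein filaments preassembled on unlabelled ssDNA / Timing: filaments 15 min 37 °C, then compound 30 min / Control set: per-plate controls and blanks / Technique: fluorescence dequenching at 485/520 nm / Compound: 10 µM final, single point / Also added: Fluorescein- and BHQ1-tagged 47-mer duplex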
# thrombin 1536 = human alpha-thrombin inhibitors, primary screen, counter-screen for coagulation protease inhibitor project, biochemical, 1536-well, fluorogenic AMC substrate | Boc-VPR-AMC fluorogenic substrate cleavage | inhibition, % at 5 µM | 0.26% of 220,000 active;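 active = inhibition at or above 40%; inactive = inhibition below 40%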;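 also: 0% = enzyme with no compound and 100% = wells without enzyme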
#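 Material: human alpha-thrombin protein; Also added: Boc-VPR-AMC substrate, 15 µM final; Timing: enzyme reaction carried out at room temperature; Signal: fluorescence, ex 355 nm, em 460 nm; Measure: % inhibition of thrombin; Controls: enzyme without compound as high, wells lacking enzyme as low.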
# eIF4E 4G PPI = eIF4E–eIF4G protein interaction inhibitors, primary screen, biochemical, uHTS, TR-FRET, eIF4GI fragment. TR-FRET eIF4E-eIF4GI(517-606) binding, 2 h. AID 782, 2007. Eukaryotic translation initiation factor 4E (Mus musculus) + Eukaryotic translation …. 0.37% of 220,000 active. inhibition, % at 21.7 µM;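 also: 0% = full FRET control wells and 100% = background wells lacking eIF4GI fragment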
# hK5 inh = human KLK5 protease inhibitors, primary screen, biochemical, 1536-well | recombinant hK5, fluorogenic AMC substrate cleavage | AID 873, 2007 | inhibition, % at 5 µM | 0.59% of 210,000 active;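 active = inhibition of 40% or more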;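 also: 0% = enzyme controls without compound and 100% = no-enzyme blanks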
# Target sequence (Q9Y337 67-293 limits assumed): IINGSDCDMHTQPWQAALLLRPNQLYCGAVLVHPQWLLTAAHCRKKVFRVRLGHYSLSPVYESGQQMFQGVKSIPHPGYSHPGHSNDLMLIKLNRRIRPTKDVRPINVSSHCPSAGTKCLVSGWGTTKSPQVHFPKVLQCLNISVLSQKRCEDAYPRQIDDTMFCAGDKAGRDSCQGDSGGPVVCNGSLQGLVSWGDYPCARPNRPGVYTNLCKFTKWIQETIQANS
# EBV gp42 inh = Epstein-Barr virus gp42 inhibitors, primary screen, biochemical, uHTS, fluorescence polarization; Fluorescence polarization binding assay, mP read-out; inhibition, % (tested at 21.74 µM); 0.42% of 220,000 active; AID 1085, 2008; in the data active = inhibition above about 50%
# Cl transport mod = KCC2 cotransporter modulators, thallium flux, primary screen, cell-based, HEK293 KCC2, FluoZin-2 fluorescence, MLSMR. B-score of Tl+ flux slope (higher = more flux/activation; lower = inhibition) at 10 µM. KCC2 cells, thallium flux FluoZin-2 fluorescence. 2.2% of 190,000 active. Solute carrier family 12 member 5 (Homo sapiens), Q9H2X9;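 active = thallium flux slope and its plate-corrected score both differing from the plate sample mean at a set confidence after two filtering rounds, in either direction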;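 also: slope of fluorescence scaled to starting intensity during 10 to 20 s after thallium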
# p47phox inh = p47phox/p22phox peptide binding inhibitors, primary screen, biochemical, uHTS, NADPH oxidase regulatory subunit. 0.53% of 220,000 active. inhibition, % at 24.7 µM. Neutrophil cytosol factor 1 (Homo sapiens), P14598. AID 1274, 2008. fluorescence polarization, 2 h;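 also: 0% = p47phox with labelled peptide and 100% = labelled peptide alone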
# 14-3-3 Bad inh = inhibitors of 14-3-3 zeta/Bad binding, primary screen, biochemical, TR-FRET, bovine 14-3-3 zeta; 0.71% of 220,000 active; AID 781, 2007; inhibition, % at 21.7 µM; TR-FRET 14-3-3zeta/Dy647-pBad peptide displacement, 1 h; 14-3-3 protein zeta/delta (Bos taurus), P63103;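 active = inhibition above about 70%, limit read from the data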;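 also: 0% = full 14-3-3 plus peptide FRET controls and 100% = background without 14-3-3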
# Furin inh = human furin inhibitors, primary screen, biochemical, fluorescence intensity. inhibition, % at 30 µM. purified furin, fluorogenic substrate cleavage. 0.061% of 220,000 active; in the data active = inhibition above about 25%; also: inactives centre near -15
# Target sequence (P09958 108-714 limits assumed): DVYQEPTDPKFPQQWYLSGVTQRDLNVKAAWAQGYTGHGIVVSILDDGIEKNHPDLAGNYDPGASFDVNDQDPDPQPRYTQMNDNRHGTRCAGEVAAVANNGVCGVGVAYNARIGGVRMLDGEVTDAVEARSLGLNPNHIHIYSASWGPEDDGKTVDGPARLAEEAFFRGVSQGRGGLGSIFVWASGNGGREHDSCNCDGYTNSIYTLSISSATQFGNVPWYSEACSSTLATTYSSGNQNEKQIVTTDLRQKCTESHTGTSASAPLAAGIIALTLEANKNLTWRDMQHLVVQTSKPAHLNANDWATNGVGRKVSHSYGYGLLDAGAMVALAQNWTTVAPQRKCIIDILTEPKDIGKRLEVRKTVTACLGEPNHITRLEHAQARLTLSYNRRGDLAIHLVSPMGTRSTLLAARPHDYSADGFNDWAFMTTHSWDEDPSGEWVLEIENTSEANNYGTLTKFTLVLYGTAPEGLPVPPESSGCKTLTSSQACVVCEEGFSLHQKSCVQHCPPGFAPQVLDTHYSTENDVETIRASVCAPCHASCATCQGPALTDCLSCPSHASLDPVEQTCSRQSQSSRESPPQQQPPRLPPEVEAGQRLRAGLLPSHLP
# * marks the source's active call; other numbers are inactive results; nt = no result given; [ ] = dose if it differs, or a comment.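 The calls were made as follows, unless noted: active = inhibition above about 30% (limit read from the data); inactive = the rest.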 An unsorted share of the library (roughly 4.7% active in at least one column).
SMILES,Rad51 HR inh,thrombin 1536,eIF4E 4G PPI,hK5 inh,EBV gp42 inh,Cl transport mod,p47phox inh,14-3-3 Bad inh,Furin inh
CCOCCCn1c(=NC(=O)c2ccc(OC)c(OC)c2)c(C#N)cc2c(=O)n3cccc(C)c3nc21,nt,3,nt,-11,-18,-0.019,-18,nt,-21[20 µM]
O=C(Cc1ccccc1)NCc1n[nH]c(=S)n1-c1ccccc1,20,7,6,-6,-11,0.19,-6,-13,-14
CC(C)CCC(C(=O)O)C(C)CC(=O)NC1CCCCC1 (stereo not drawn),2,8,-5,4,-12,0.37,6,-8,-21[20 µM]
COC(=O)c1cnn(-c2ccc(C)c(C)c2)c1-n1cccc1,0,-2,-3,23,-28,-0.4,-19,-9,-13
NC(=O)c1cc2cc(Cc3ccccc3Cl)ccc2oc1=O,3,-8,5,0,-12,-0.025,-7,2,-24
O=C(NNC1CC(c2ccccc2)=NN1C(=O)c1ccccc1)c1ccccc1 (stereo not drawn),-8,0,1,-22,2,-1.4,-3,6,-9
N#Cc1sc2nc(C3CC3)cc(-c3ccc(Cl)cc3)c2c1N,24,1,-3,-9,5,-0.74,-1,-8[fluorescence artefact?],-13
COc1cccc(N2C(=O)C3C(C2=O)C3(c2ccccc2)c2ccccc2)c1 (stereo not drawn),9,1,2,-4,-11,0.18,-8,1,-10
Cc1cc(C)n(CCn2nc(C)cc2C)n1,0,-9,2,-2,3,0.096,-5,-2,-16
CC(=O)N/N=C(\C)CC(=O)Nc1cccc(C(F)(F)F)c1,-5,6,-1,1,-15,-0.19,2,1,-11
CCOc1c(OC)ccc2c3c(c(=O)oc12)CCCC3,-2,-12,-1,-14,-3,nt,-1,6,-20[20 µM]
Cc1cc(C)c(C(=O)O)c(CC(C)(C)C(=O)O)c1,-15,-2,0,-2,-13,0.84,3,3,-12
Cc1ccc(/C=C2\Sc3ccccc3C2=O)s1,-2,4,3[fluorescence artefact?],15,94*,-0.32,0,0,-14
CCc1ccc(C(=O)NNc2ccc(F)cc2)cc1,2,2,3,4,-18,0.0048,-6,0,-17
CCc1ccc(-c2cc(C(=O)NCc3ccco3)c3ccccc3n2)s1,nt,-5,1,-44,-23,0.4,-22,0[fluorescence artefact?],-31
O=C(COC(=O)/C=C/c1ccccc1[N+](=O)[O-])NC1CC1,3,1,-3,-18,1,-0.41,2,-15,-27
COc1ccc(C(=O)NCC2CCCO2)cc1S(=O)(=O)N1CCCc2ccccc21 (stereo not drawn),-4,-9,1,3,-7,1.1,-6,-15,-16
COc1cc(C2CC(=O)C3=C(C2)Nc2ncnn2C3c2cccs2)cc(OC)c1OC (stereo not drawn),3,-2,-2,0,1,-1.4,-1,1,-12
C/C=C(\C)CN1CCN(c2ccc(C)cc2)CC1,3,-19,4,6,-5,-0.0073,-10,18,-9[20 µM]
Cc1cc(-c2n[nH]c(=S)n2/N=C/c2cccc([N+](=O)[O-])c2)n[nH]1,3,-8,3,-17,-22,-1.3,2,-7,-7
CN(C)c1ccc(CC(=O)c2nc3ccccc3s2)cc1,-16,-11,7,0,-23,0.29,-6,25[fluorescence artefact?],-11
COC(=O)c1ccccc1NC(=O)COC(=O)[C@H](C)NC(N)=O,nt,-9,0,-2,-9,-1.4,-16,2,-3
CCSc1nc(N2CCOCC2)c2c(c1C#N)CCCC2,nt,-1,-2,-10,-9,nt,5,4,-21
CCN1CCN(C(=S)NC(C)c2ccccc2)CC1 (stereo not drawn),9,-4,11,-20,-10,1.9,-4,-7[fluorescence artefact?],-10
CCOC(=O)N1CCN(C(=O)c2ccccc2NC(=O)c2ccc(F)cc2)CC1,12,27,-11,58*,-3,0.068,-10,12,-12
COc1ccc(/C=C/C(=O)Nc2ccccc2)cc1OC,-5,-18,0,-7,-12,-1.3,6,-1,-6
O=C(NCCN1CCOCC1)c1cc(-c2ccccc2)on1,-5,2,-3,-14,-31,1,2,0,-15[20 µM]
O=C(Nc1ccc(Oc2ccccc2)cc1)c1ccc(Cn2c(=O)[nH]c3ccsc3c2=O)cc1,nt,1,0,-7,-8,0.28,-6,20,-13
Cc1ccc(C)c(NC(=O)C2CC3c4ccccc4C2c2ccccc23)c1 (stereo not drawn),2,0,-2,-19,-8,-0.34,0,-4,-15[20 µM]
Clc1ccc2scc(CN3CCCCC3)c2c1,nt,2,-3,-7,8,-0.21,-7,5,-18

# In another format: two of the compounds above
COC(=O)c1ccccc1NC(=O)COC(=O)[C@H](C)NC(N)=O
  Rad51 HR inh = nt | thrombin 1536 = -9 | eIF4E 4G PPI = 0 | hK5 inh = -2 | EBV gp42 inh = -9 | Cl transport mod = -1.4 | p47phox inh = -16 | 14-3-3 Bad inh = 2 | Furin inh = -3
CCSc1nc(N2CCOCC2)c2c(c1C#N)CCCC2
  Rad51 HR inh = nt | thrombin 1536 = -1 | eIF4E 4G PPI = -2 | hK5 inh = -10 | EBV gp42 inh = -9 | Cl transport mod = nt | p47phox inh = 5 | 14-3-3 Bad inh = 4 | Furin inh = -21

# (more compounds)
SMILES,Rad51 HR inh,thrombin 1536,eIF4E 4G PPI,hK5 inh,EBV gp42 inh,Cl transport mod,p47phox inh,14-3-3 Bad inh,Furin inh
Cc1c(-c2cccc(Cl)c2)nc2ccccc2c1C(=O)OCC(=O)Nc1ccc2c(c1)OCO2,8,-2,12,-10,-22,-1.3,-35,-18,-14
COc1ccc2c(Cl)c(C(=O)NCC3CCCO3)sc2c1Cl (stereo not drawn),16,-1,1,-9,-8,-0.6,-13,-8,-30
CCOC(=O)C1C(=O)CC(C)(O)C(C(=O)OCC)C1c1ccccc1OC (stereo not drawn),1,2,-5[fluorescence artefact?],-14,-18,nt,-19,-9,-20[20 µM]
O=[N+]([O-])c1cc(C(F)(F)F)ccc1N1CCN(S(=O)(=O)c2ccc3ccccc3c2)CC1,-6,1,2,4,-18,1.1,-2,2,4
Cc1ccc(C)c2sc(NC(=O)c3nc4ccccc4s3)nc12,nt,0,3,-57,-5,60*,-116,30,-13
Cc1c(Cl)ccc2c(C(=O)O)cc(-c3ccccc3)nc12,11,-2,3,-1,3,-2.7,1,9,-19
O=C1C(=O)N(CCN2CCOCC2)C(c2ccccn2)/C1=C(/O)c1ccc(Cl)cc1 (stereo not drawn),-2,5,1[fluorescence artefact?],-11,-5,0.58,-8,-1,3
Cc1ccc(S(=O)(=O)N(CC(=O)N/N=C/c2ccccc2C(=O)O)c2cc(Cl)cc(Cl)c2)cc1,nt,-3,-2,-4,-5,0.73,-1,-3,-19
Cc1cc(N2CCCCC2)nc(SCC(=O)c2ccccc2)n1,2,3,8,-8,-6,-1.1,-6,-8[fluorescence artefact?],-10
Cc1cc(C)c2nc(N3CCC(C(=O)NCc4cccnc4)CC3)sc2c1,10,15,5,3,-2,-2.8,-1,1,-17

# Records listed so far shown as hits in Cl transport mod:
SMILES,Rad51 HR inh,eIF4E 4G PPI,hK5 inh,EBV gp42 inh,Cl transport mod,p47phox inh,14-3-3 Bad inh,Furin inh
Cc1ccc(C)c2sc(NC(=O)c3nc4ccccc4s3)nc12,nt,3,-57,-5,60*,-116,30,-13

# (further entries)
SMILES,Rad51 HR inh,thrombin 1536,eIF4E 4G PPI,hK5 inh,EBV gp42 inh,Cl transport mod,p47phox inh,14-3-3 Bad inh,Furin inh
Cc1nonc1OCCNc1ccc([N+](=O)[O-])cc1[N+](=O)[O-],nt,2,-5,-4,-5,0.6,-4,-21,1
CN(C)S(=O)(=O)c1cccc(NC(=O)COC(=O)CCC(=O)c2cccs2)c1,4,8,-1,3,-8,-0.38,-8,-7,-24
CCCN1CC(O)=C(C#N)C1=O,nt,-3,1,-2,-9,-0.92,3,13,-19
COc1cccc(CN(C)CC(=O)Nc2cccc3ccccc23)c1,8,-8,3,-2,-12,-0.97,-1,30,-22
O=C(Cn1cc(C(=O)C2CC2)c2ccccc21)NCc1ccc2c(c1)OCO2,3,3,2,3,-7,-1.5,-6,-19,-20[20 µM]
O=C1CCCN1c1ccc(CNS(=O)(=O)c2ccc(F)cc2)cc1,4,-6,0,-8,-12,-1,0,8,-19[20 µM]
COc1cccc(-c2noc(-c3ccc(Br)o3)n2)c1,5,-9,-2,-2,3,0.08,-12,4,-19
Cc1sc(NC(=O)c2ccco2)c(CN2CCN(c3ccc(F)cc3)CC2)c1C,10,2,-1,-16,1,-0.83,-9,-18,-21[20 µM]
CCOC(=O)C1=C(CC)Nc2ccccc2N=C1NC(=O)c1ccc(S(=O)(=O)N2CCCC2)cc1,0,-1,3,-1,-5,-0.17,-45,-4,-18

# Another view of 4 compounds above.
Cc1nonc1OCCNc1ccc([N+](=O)[O-])cc1[N+](=O)[O-]
  Rad51 HR inh: nt | thrombin 1536: 2 | eIF4E 4G PPI: -5 | hK5 inh: -4 | EBV gp42 inh: -5 | Cl transport mod: 0.6 | p47phox inh: -4 | 14-3-3 Bad inh: -21 | Furin inh: 1

CN(C)S(=O)(=O)c1cccc(NC(=O)COC(=O)CCC(=O)c2cccs2)c1
  Rad51 HR inh: 4 | thrombin 1536: 8 | eIF4E 4G PPI: -1 | hK5 inh: 3 | EBV gp42 inh: -8 | Cl transport mod: -0.38 | p47phox inh: -8 | 14-3-3 Bad inh: -7 | Furin inh: -24

CCCN1CC(O)=C(C#N)C1=O
  Rad51 HR inh: nt | thrombin 1536: -3 | eIF4E 4G PPI: 1 | hK5 inh: -2 | EBV gp42 inh: -9 | Cl transport mod: -0.92 | p47phox inh: 3 | 14-3-3 Bad inh: 13 | Furin inh: -19

COc1cccc(CN(C)CC(=O)Nc2cccc3ccccc23)c1
  Rad51 HR inh: 8 | thrombin 1536: -8 | eIF4E 4G PPI: 3 | hK5 inh: -2 | EBV gp42 inh: -12 | Cl transport mod: -0.97 | p47phox inh: -1 | 14-3-3 Bad inh: 30 | Furin inh: -22
